RBX1-CUL1 inh: human ROC1-CUL1 E3 ligase inhibition; in vitro K48 di-Ub FRET, acceptor:donor ratio, 45 min; inhibition, % at 10 µM; 0.6% of 140,000 active; P62877+Q13616; in the data active = inhibition above about 25%
Target sequence (P62877 whole entry, looked up): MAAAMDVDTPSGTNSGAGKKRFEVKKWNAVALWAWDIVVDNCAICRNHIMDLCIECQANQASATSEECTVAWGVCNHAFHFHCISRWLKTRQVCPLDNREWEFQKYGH
Target sequence (Q13616 whole entry, looked up): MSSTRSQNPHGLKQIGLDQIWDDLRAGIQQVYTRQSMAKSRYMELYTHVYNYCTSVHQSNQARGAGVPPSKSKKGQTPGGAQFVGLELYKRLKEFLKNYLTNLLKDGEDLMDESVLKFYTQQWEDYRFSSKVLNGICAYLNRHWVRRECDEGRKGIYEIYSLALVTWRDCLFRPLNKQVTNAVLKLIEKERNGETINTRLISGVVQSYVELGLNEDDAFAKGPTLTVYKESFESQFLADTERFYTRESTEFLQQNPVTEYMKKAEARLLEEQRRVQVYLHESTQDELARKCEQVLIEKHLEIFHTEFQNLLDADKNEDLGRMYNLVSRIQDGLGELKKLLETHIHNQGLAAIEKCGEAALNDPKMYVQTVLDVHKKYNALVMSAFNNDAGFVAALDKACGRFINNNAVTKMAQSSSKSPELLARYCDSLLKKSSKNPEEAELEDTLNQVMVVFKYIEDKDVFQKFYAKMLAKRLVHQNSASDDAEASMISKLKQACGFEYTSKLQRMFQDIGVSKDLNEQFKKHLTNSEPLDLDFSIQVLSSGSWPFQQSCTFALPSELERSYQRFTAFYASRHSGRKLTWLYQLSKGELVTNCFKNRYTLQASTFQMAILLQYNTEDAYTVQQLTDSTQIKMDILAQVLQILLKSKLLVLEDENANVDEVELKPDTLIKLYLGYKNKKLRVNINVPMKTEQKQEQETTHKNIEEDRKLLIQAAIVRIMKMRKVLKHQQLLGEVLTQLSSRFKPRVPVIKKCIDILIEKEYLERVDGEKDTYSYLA
* marks the source's active call; other numbers are inactive results.

SMILES	RBX1-CUL1 inh
O=C(CCc1ccccc1)Nc1ccc(C(F)(F)F)cc1Br	6
CCN(CCO)Cc1csc2c(Br)cccc12	-3
CCC(=O)Nc1ccc(S(=O)(=O)NC(C)(C)C)cc1	1
COc1ccc(-c2ccc3c(N)c(C(=O)Nc4cccc(F)c4)sc3n2)cc1	3
CC(=O)c1nc2cc(F)c(F)cc2nc1C	-3
CC(C)(C)NC(=O)C1CCCN(C2CCN(Cc3ccccc3)CC2)C1 (configuration not stated)	-3
N#Cc1ccccc1C[n+]1csc2ccccc21	0
Nc1c(C(=O)NCc2ccc(Cl)cc2Cl)nnn1Cc1ccc(Br)cc1	-3
Cn1nc2c(c1NC(=O)Cn1ncc3cccnc31)CCC2	1
O=C(Nc1ccccc1)c1ccc(CSc2ncccn2)cc1	-4
Cc1ccccc1OCc1nc(C#N)c(NCc2ccc3c(c2)OCO3)o1	-5
Cc1cc(C)n(-c2ccc(C(=O)O)cc2)n1	5
Cc1ccc(Cn2c(C)c(CNCC(C)c3ccccc3)c(C(=O)O)c2C)cc1 (configuration not stated)	3
COc1ccccc1C(=O)Nc1nnc2n1CCS2	-7
Cc1ccc(OC(C)C(=O)Nc2ccccc2)cc1 (configuration not stated)	-7

Some values from above:
Cc1ccccc1OCc1nc(C#N)c(NCc2ccc3c(c2)OCO3)o1 – RBX1-CUL1 inh = -5
CCN(CCO)Cc1csc2c(Br)cccc12 – RBX1-CUL1 inh = -3
N#Cc1ccccc1C[n+]1csc2ccccc21 – RBX1-CUL1 inh = 0
COc1ccc(-c2ccc3c(N)c(C(=O)Nc4cccc(F)c4)sc3n2)cc1 – RBX1-CUL1 inh = 3

The list continues.
SMILES	RBX1-CUL1 inh
CC(=O)Nc1nonc1-c1nc2ccccc2n1CCC#N	9
Clc1cccc(CSc2nc3ccccc3s2)c1	-6
COc1ncnc2c1ncn2CC1COC(C)(C)O1 (configuration not stated)	5
COc1ccc2c(C)nc(N3CCCC(C(=O)N(C)Cc4ccc(F)cc4)C3)nc2c1 (configuration not stated)	3
COc1ccc(C(=O)Nc2cc(S(=O)(=O)c3ccc(Cl)cc3)c(O)c(C)c2C)cc1	-8
COc1cccc(C2SCCCS2)c1O	8
CCOc1ccc(CNC(=O)c2ccc3c(c2)nc2n3CCC(C)C2)cc1OC (configuration not stated)	-9
CCOc1ccc(CCNC(=O)C2Cc3ccccc3N2C(=O)CC)cc1 (configuration not stated)	-5
COC(=O)c1sc(C)c(C)c(=S)c1C(=O)OC	8
O=C(CN(Cc1ccc(Cl)cc1)S(=O)(=O)c1ccccc1)Nc1cccc(Br)c1	-2
CCC(=O)N1CCc2cc(Br)cc(S(=O)(=O)CCC(=O)N3CCN(c4cccc(C(F)(F)F)c4)CC3)c21	4
COc1ccc(CCNC(=O)c2ccc3c(c2)CCN3S(C)(=O)=O)cc1OC	3
Cc1ccc(S(=O)(=O)C(CNC(=O)C(=O)NCCc2ccccc2)c2ccco2)cc1 (configuration not stated)	7
O=C(Nc1ccc(N2CCOCC2)cc1)c1ccccc1F	-2
Cc1ccc(-c2nc(NC(=O)CSc3ncnc4sc5c(c34)CCC(C)C5)ns2)cc1 (configuration not stated)	-7
Cc1cccc(CC(=O)N2CCC(N3CCCC(C(=O)NC4CC4)C3)CC2)c1 (configuration not stated)	8
Cc1ccc2c(c1)-c1cc(C)nn1C(c1cc(Br)ccc1O)N2 (configuration not stated)	-3
Cc1ccc(NC(=O)c2ccc3c(c2)NC(=O)c2ccccc2S3)cc1	-1
CCn1ccnc1CN1CCCC1C(=O)Nc1ccccc1-c1ccc(OC)cc1 (configuration not stated)	2
CC1=C(C)CC(C(=O)NNC(=O)C2c3ccccc3Oc3ccccc32)C(C(=O)O)C1 (configuration not stated)	-6
O=C(NC1CCCCC1)c1ccccc1NC(=O)C1CCCCC1C(=O)O (configuration not stated)	2
Cc1ccc(OC(=O)c2ccc(C)c(C)c2)nc1	-5
COC(=O)CSc1nnc(-c2ccncc2)n1-c1ccc(C)c(C)c1	3
Cc1nc(SCC(=O)c2cc(Cl)sc2Cl)c2c(C)c(C)sc2n1	4
NC(=O)[C@@H]1CCCN1C(=O)c1cc(COc2ccc3c(c2)CCCC3)on1	6
O=c1c(N2CCN(c3ccc(F)cc3)CC2)csc2ccc(F)cc12	6
CC(C)(C)CN1CCN(C2CCOCC2)CC1CCO (configuration not stated)	6
Nc1nc(SCC(=O)NC2CCCCC2)nc2sc3c(c12)CCCC3	6
O=C(NCCc1csc(-c2ccc(C(F)(F)F)cc2)n1)c1ccccc1Cl	-10
Cc1ccc(S(=O)(=O)Nc2c3ccccc3c(O)c3c4c(oc23)CC(C)(C)CC4=O)cc1	1

Shown in markdown: entries from further up
| SMILES | RBX1-CUL1 inh |
| --- | --- |
| CC1=C(C)CC(C(=O)NNC(=O)C2c3ccccc3Oc3ccccc32)C(C(=O)O)C1 (configuration not stated) | -6 |
| Cc1ccc(S(=O)(=O)Nc2c3ccccc3c(O)c3c4c(oc23)CC(C)(C)CC4=O)cc1 | 1 |
| Cc1ccc(OC(=O)c2ccc(C)c(C)c2)nc1 | -5 |
| Cc1cccc(CC(=O)N2CCC(N3CCCC(C(=O)NC4CC4)C3)CC2)c1 (configuration not stated) | 8 |

(further entries)
SMILES	RBX1-CUL1 inh
c1ccc2cc(N3CCCCC3)ncc2c1	65*
S=C(Cc1ccc(-c2ccccc2)cc1)N1CCOCC1	-9
Cc1ccc(NCN2C(=O)CCC2=O)nc1	3
CC(C)N1CCN(c2ncccc2S(=O)(=O)N2CCN(C)CC2)CC1	7
CCOc1ccc(/C=C2/C(=O)NN(c3ccc(I)cc3)C2=O)cc1	-3
CCN1CC(CN(C)Cc2c(C(=O)N3CCCC3)nc3sccn23)CC1=O (configuration not stated)	-1
O=C(NCc1cccs1)c1cccc(COc2cccc(Cl)c2)c1	-3
Cn1c(=O)[nH]c(=O)c2c1nc(N/N=C/C=C/c1ccccc1)n2CCc1ccccc1	-5
Cc1nc2ccccc2cc1C(=O)Nc1ccccc1F	0
O=C(NC(=O)C(F)(F)F)Nc1ccc(S(=O)(=O)Nc2nccs2)cc1	-4
COc1ccc(-n2nc3c(N4CCC(C(=O)NCc5ccccc5C)CC4)nnc(C)c3c2C)cc1	-1
CN(Cc1cccs1)[C@@H]1c2ccccc2C2(CCNCC2)[C@H]1O	-13
CCN(CC)CCOC(c1ccccc1C)c1ccccc1C	0
COc1ccc(-c2cn3c(n2)sc2cc(C(=O)Nc4ccc(C)cc4C)ccc23)cc1	1
COc1ccccc1N1CCN(C(=O)CSc2nc3ccccc3nc2Cc2ccccc2)CC1	-5
O=C(O)C1CCCc2c1[nH]c1ccc(Cl)cc21 (configuration not stated)	6
O=C(c1ccc2c(c1)N(Cc1ccccc1F)C(=O)c1ccccc1S2=O)N1CCC(Cc2ccccc2)CC1 (configuration not stated)	-1
COC(=O)c1ccccc1NS(=O)(=O)c1cc(C(C)(C)C)cc(C)c1C	-2
O=C(NCc1ccccc1Br)c1ccc2nc(N3CCCCC3)sc2c1	2
COCCCn1c(=O)c2sccc2n2c(CCCC(=O)NCc3cccc(OC)c3)nnc12	5
CCn1c(Cc2ccccc2)nnc1SCc1ccc(Cl)cc1Cl	6
COc1cc(OC)c(NC(=O)C2=C(C)C(=O)OC23CCCCC3)cc1Cl	4
O=C(c1ccc(F)cc1)n1nc(-c2ccccc2)nc1NCc1ccco1	7
O=c1cc(C2CCNCC2)nc(C2(c3ccccc3)CCOCC2)[nH]1	5
Cc1ccc(OC2CCN(Cc3ccncc3)CC2)c(C(=O)N(C)C2CCOCC2)c1	-1
O=c1[nH]c2ccc(S(=O)(=O)NCCC3=CCCCC3)cc2[nH]1	4
CCC1CN(C(=O)N2CCC(C(=O)NCc3cc(OC)c(OC)c(OC)c3)CC2)c2ccccc2O1 (configuration not stated)	5
Clc1ccc(OCCOCCN2CCCC2)c2ccccc12	1
c1nc(NCC2CCCO2)c2[nH]cnc2n1 (configuration not stated)	-9
COC(=O)C1(N2CCCC2)c2cc(Cl)ccc2-c2ccc(Cl)cc21	19

With a hit mark in RBX1-CUL1 inh, of those listed so far:
SMILES	RBX1-CUL1 inh
c1ccc2cc(N3CCCCC3)ncc2c1	65*

Going on with the list.
SMILES	RBX1-CUL1 inh
COc1cc(C(c2c[nH]c3ccccc23)c2c[nH]c3ccccc23)cc(Br)c1O	1
Cc1oc2ncn(C)c(=O)c2c1C(=O)NCc1ccc(Cl)cc1	-8
Cn1c(=O)c2c(nc(N3CCOCC3)n2Cc2ccccc2Cl)n(C)c1=O	-1
COc1cc(NC(=O)c2ccc(C)c(Cl)c2)ccc1NC(=O)c1cc2ccccc2o1	0
N#Cc1cc([N+](=O)[O-])ccc1Oc1cccc(/C=N/NC(=O)c2ccc3ccccc3c2)c1	1
CCC1CCc2nc3sc(C(=O)NCc4ccccc4Cl)c(N)c3cc2C1 (configuration not stated)	-12
CCCCCC(=O)NC(=S)Nc1ccc(NC(=O)c2ccco2)cc1	-8
CCOC(=O)N1CCN(C(=O)CN(c2ccc(C)cc2C)S(=O)(=O)c2ccccc2)CC1	8
CCOC(=O)/C=C/C(=O)Nc1ccc(S(=O)(=O)Nc2ccc(F)cc2)cc1	-8
COc1cccc(N2CCN(C(=O)C3CCC(CNS(=O)(=O)c4ccc(Br)s4)CC3)CC2)c1 (configuration not stated)	0
Cc1oc(-c2ccccc2NC(=O)c2ccccc2)nc1CNC(=O)c1cc(-c2ccccc2)n[nH]1	5
Cc1sc2ncn(CC(=O)N3CCN(c4ccc(F)cc4)CC3)c(=O)c2c1S(=O)(=O)N1CCCCC1	-5
CCCc1[nH]nc2c1C1(CCN(C(=O)OC(C)(C)C)CC1)C(C#N)C(=N)O2 (configuration not stated)	-1
Cc1ccc(C(=O)Oc2cc(=O)n(C(=O)c3ccc(C)cc3)n2-c2ccccc2)cc1	4
CC(=O)N1CCN(c2ncccc2CNC(=O)c2ccc(Cl)s2)CC1	7

A different layout for part of the listing above.
RBX1-CUL1 inh	SMILES
0	COc1cc(NC(=O)c2ccc(C)c(Cl)c2)ccc1NC(=O)c1cc2ccccc2o1
3	COC(=O)CSc1nnc(-c2ccncc2)n1-c1ccc(C)c(C)c1

Going on with the list:
SMILES	RBX1-CUL1 inh
COc1cc(-c2cccs2)cc2c1OCCN(Cc1ccc(F)cc1)C2	-5
COCCn1cncc1CNC(=O)Nc1nncs1	-7
O=C(COc1ccc(Cl)cc1Cl)N/N=C/c1ccccc1Cl	1
O=[N+]([O-])c1cccnc1Oc1cccc(C(F)(F)F)c1	-1
Cc1ccccc1Cn1nc(C)c(NC(=O)c2cc(CC(C)C)on2)c1C	-2
COC(=O)CC(Oc1nc(-c2ccccc2)n(-c2ccccc2)c(=O)c1Cc1ccccc1)C(=O)OC (configuration not stated)	1
COc1ccc(C(C[N+](=O)[O-])c2c[nH]c3ccccc23)cc1 (configuration not stated)	-3
N#Cc1cc([N+](=O)[O-])ccc1Oc1cccc(/C=N/NC(=O)c2ccc(Cl)cc2)c1	2
CC(=O)N1CCc2cc(Br)cc(S(=O)(=O)CCC(=O)NCc3ccc(F)cc3)c21	3
O=C1NCCN(Cc2ccccc2)C1CC(=O)N1CCC(O)CC1 (configuration not stated)	-5
Cc1ccc(NC(=O)c2ccccc2)cc1	-5
BrC1(Br)C2CCC3C(CCC21)C3(Br)Br (configuration not stated)	-11
CCc1cccc(CC)c1C(OC(C)=O)c1cccnc1 (configuration not stated)	-4
CN1CCN(c2cnn(CCCc3ccccc3)c(=O)c2)CC1	-10
c1ccc(C(c2ccccc2)n2nnnc2C(c2ccc3c(c2)OCO3)N2CCCCC2)cc1 (configuration not stated)	2
CN1C(=O)CC(=NC(=O)C2CC2)N(C)C1=O	-10
CN(C)S(=O)(=O)N(CC(=O)Nc1cccc(Cl)c1)c1ccccc1	-1
CCN(c1ccc(C)cc1C)S(=O)(=O)c1nnc(NC(=O)c2ccc(F)cc2)s1	4
Clc1ccc2nnnc(-c3ccccc3)c2c1	-1
N#CC1C(SCC(=O)NCc2ccccc2Cl)=NC(=O)CC1c1ccccc1F (configuration not stated)	-4
Cc1oc(-c2ccoc2)nc1CN(CCO)CCO	16
Cc1cccc(OCc2ccc(C(=O)Nc3cccc(-c4cnc5ccccc5n4)c3)cc2)c1	7
CCc1nn(-c2nc3c(C)cccc3s2)c(N)c1C#N	-2
Nc1nnc(Sc2ncccc2C(F)(F)F)s1	-11
Cc1cccc(S(=O)(=O)NCC2CCN(c3cnn(C)c(=O)c3)C2)c1 (configuration not stated)	1
COc1ccc(C(=O)Nc2ccccc2C(=O)NC(CCSC)C(=O)N=C2C(=O)N(c3ccccc3)N(C)C2C)cc1 (configuration not stated)	1
Cc1cc(NC(=O)NCc2ccc3c(c2)CCN3C(=O)c2ccccc2)ccc1Br	-7
COc1cc(CNCc2cccnc2)cc(Br)c1OCc1ccc(Cl)cc1	3
CCC(C)C(=O)Nc1cc(C)ccn1 (configuration not stated)	-12
COc1ccc(-c2ccc3c(N)c(C(=O)Nc4ccc(Br)cc4Br)sc3n2)cc1	0
CCCCN(CCCC)C(=O)CN(C)S(=O)(=O)c1ccc2c(c1)c(=O)n(C)c(=O)n2C	-10
COc1ccc(-c2ccc3c(N)c(C(=O)Nc4ccccc4C(F)(F)F)sc3n2)cc1OC	5
COCCN1CCC(CN(CC2CCCO2)C(=O)/C=C/c2cnn(C)c2)CC1 (configuration not stated)	0
Cc1ccc(/C=N/NC(=O)C2COc3ccccc3O2)o1 (configuration not stated)	-7
Nc1nnnn1NCc1ccc(Cl)c(Cl)c1	3
Cc1cc(NCc2ccc(Cl)cc2)n2cnnc2n1	1
CCc1ccc(-c2cc(C(F)(F)F)n3nc(C(=O)N(C)Cc4cnn(C)c4C)cc3n2)s1	-10
CC(C)CCN(C)c1ccc(C(=O)N2CCCN(c3ncccn3)CC2)cn1	2
Cc1ccc(S(=O)(=O)c2cn(Cc3ccccc3)c3cc(N4CCCC4)c(F)cc3c2=O)cc1C	-8
COc1ccc(CNC(=O)CCC2CCCN(Cc3ccncc3)C2)c(OC)c1 (configuration not stated)	3

The list is partial; count on the stated rates, not on these rows.
